# DT40 TDP1 no CPT – qHTS for Inhibitors of human tyrosyl-DNA phosphodiesterase 1 (TDP1): qHTS in cells in absence of CPT. DT40 Tdp1-/- hTDP1 cells, no CPT, ATP luminescence, 48 h. Potency, µM (doses to about 46.2 µM), for the others: at the top dose activity change, negative = growth inhibition, hits mostly inhibitors. actives 15% (n = 420,000); further: nearly all actives have a fitted effect of over 55% in size
#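 Luminescent ATP content (CellTiter-Glo) served as the growth readout. Knockout chicken DT40 cells expressing human TDP1 were exposed to compounds without camptothecin for a minimum 48 hr at 37 °C.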
# DT40 TDP1 CPT – growth inhibition of DT40 Tdp1-/-;hTDP1 cells with camptothecin (screen for TDP1 inhibitors) | chicken DT40 Tdp1-/-;hTDP1 cells + 20 nM CPT, ATP luminescence, 48 h | Potency, µM (series often up to 46.2 µM), for inactives: at the top dose activity change, negative = growth inhibition, actives largely listed as inhibitors | actives 12% (n = 420,000) | AID 686979; further: nearly all actives have a fitted effect of over 55% in size
#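 Chicken DT40 Tdp1-/- cells complemented with human TDP1, 400 cells/well, exposed to compounds plus 20 nM camptothecin for at least 48 h at 37 C; viability read as ATP content by CellTiter-Glo luminescence.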
# TDP1 inh – TDP1 (human) enzyme inhibition. Q9NUW8. recombinant TDP1, AlphaScreen DNA substrate cleavage. Potency, µM (doses to about 130 µM), inactives show at the top dose activity change, negative = inhibition, usual class: inhibitors. actives 0.28% (n = 350,000); further: nearly all actives have a fitted effect of over 40% in size
# Target sequence (Q9NUW8 whole entry, looked up): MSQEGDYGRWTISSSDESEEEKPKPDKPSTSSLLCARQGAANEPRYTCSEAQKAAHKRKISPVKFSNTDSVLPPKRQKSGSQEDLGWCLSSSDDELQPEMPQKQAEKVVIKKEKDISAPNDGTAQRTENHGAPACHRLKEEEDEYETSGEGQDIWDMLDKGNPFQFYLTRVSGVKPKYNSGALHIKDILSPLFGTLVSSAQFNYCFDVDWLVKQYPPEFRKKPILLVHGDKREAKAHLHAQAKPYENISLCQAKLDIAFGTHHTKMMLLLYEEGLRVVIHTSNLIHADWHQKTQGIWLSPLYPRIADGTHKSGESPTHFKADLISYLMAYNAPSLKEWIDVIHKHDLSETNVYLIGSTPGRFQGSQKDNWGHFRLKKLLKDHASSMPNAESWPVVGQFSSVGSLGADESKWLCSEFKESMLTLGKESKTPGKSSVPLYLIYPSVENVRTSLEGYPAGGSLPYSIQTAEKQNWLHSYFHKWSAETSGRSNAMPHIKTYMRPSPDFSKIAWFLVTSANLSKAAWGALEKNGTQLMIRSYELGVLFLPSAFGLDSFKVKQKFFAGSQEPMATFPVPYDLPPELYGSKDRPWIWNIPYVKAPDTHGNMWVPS
#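 Recombinant E. coli-expressed Tdp1 (1 nM) preincubated with compound 15 min at RT, then 5'-biotin/3'-phosphotyrosine-FITC DNA substrate (15 nM) added for 5 min. AlphaScreen beads (10 ug/ml) added, 10 min RT; tyrosine-FITC cleavage read as signal loss.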
# * = called active by the depositor; u = inconclusive; x = no result given; & = joins results of further samples; [ ] = dose if it differs, or a comment. The call rests on the fitted dose curve; in most records, active means well fitted curve in the direction sought with a large enough effect; inconclusive means small, poorly fitted or top-dose-only effect, or another doubt; inactive means no such curve, though single readings can be large; an effect the other way counts as inactive or inconclusive. On the % scale 0 is the no-effect control and ±100 the full control effect; potency means the concentration at half of the fitted maximal effect.
SMILES,DT40 TDP1 no CPT,DT40 TDP1 CPT,TDP1 inh
CC(CCc1ccccc1)NC(=O)c1cccc([N+](=O)[O-])c1 (stereo not drawn),u,-26%,3%
Cc1ccc(OCCSc2ncnc3sc(C)c(C)c23)cc1C,u,-29%,5%
CC(c1nc2ccccc2[nH]1)N(C(=O)Cc1csc2ccccc12)c1cccnc1 (stereo not drawn),u,u,x
Cc1ccc(N=Nc2ccc(O)c(P(=O)(c3ccccc3)c3ccccc3)c2)cc1,u,u,5%
CCN1CCN(C(=O)c2cccc(OC3CCN(S(=O)(=O)N(C)C)CC3)c2)CC1,9%,2%,1%
CCOC(=O)C1=C(N)c2ccccc2CC1C(C)C (stereo not drawn),u,u,3%
Cc1ccc(NC(=O)COC(=O)[C@H](C)N2C(=O)C3CC=CCC3C2=O)cc1S(=O)(=O)N(C)C (stereo partly drawn),-15%,-19%,5%
O=S(=O)(NC1=NCCCCC1)c1ccc(Cl)cc1Cl,-36%,1%,2%
CN1CCN(c2nc(Nc3ccc(O)cc3)nc3ccccc23)CC1,u,u,5%
C#CCN(C[C@H]1[C@H](OC(=O)NCC2CCCCC2)[C@H](OC(=O)NCC2CCCCC2)C[C@@H](C(=O)OC)[C@H]1C(=O)OC)S(=O)(=O)c1ccc(C)cc1,2.9µM*,2.9µM*,x
O=S(=O)(NCc1ccccc1)[C@@H]1CC2C=CC1C2 (stereo partly drawn),u,-22%&0%,1%
CC(C)(C)OC(=O)N[C@@H](C(=O)OC(C)(C)C)c1ccc(Br)cc1,-3%,u,-6%
COc1ccc(CNc2nc(-c3ccco3)nn2C(=O)c2ccccc2C)cc1,-22%,u,1%
O=C(CN1C(=O)CCc2cc(S(=O)(=O)N3CCOCC3)ccc21)NCc1ccccc1,0%,7%,-6%
OCCNc1nc2ccccc2nc1NCCO,-6%,-16%,-1%
COc1ccc(OC)c(/C=N/NC(=O)Cn2ccnc2C)c1,-7%,-5%,5%
O=C(Nc1nnc(CCN2CCCCC2)s1)c1ccccc1Cl,14%,-20%,5%
O=C(CN1CCN(C(c2ccccc2)c2ccccc2)CC1)N1CCOCC1,-5%,9%,0%
Cc1noc(C)c1S(=O)(=O)NC1CCN(Cc2ccccc2)CC1,-22%,-1%,6%
C/C(=N\NC(=O)c1ccccn1)c1ccc(Cl)cc1,-23%,9%,9%
COc1ccc(-c2n[nH]c3c2C(c2ccc(O)cc2)N(c2ccc(Br)cc2)C3=O)cc1 (stereo not drawn),u,18µM*,2%
O=C(CSc1ncnc2ccccc12)NCCCO,5%,-4%,3%
Cc1ccc(-c2noc(-c3ccccc3C(=O)NCc3ccco3)n2)cc1,u,u,x
Oc1c(Br)cc(Br)cc1-c1nc2ccccc2s1,-9%,-11%,-5%[12.3 µM]
O=C(O)c1ccc(-c2ccccc2)[nH]c1=O,u,u,-4%
CCOc1ccc(NC(=S)N2CCCCCC2)cc1,8%,17%,8%
CC(C)[C@@H](C(=O)NCc1ccco1)N1C(=O)N2CCc3c([nH]c4ccccc34)[C@@]2(C)C1=O,u,u,x
CCCCn1cnc2c(SCc3cccc(F)c3)nc(N)nc21,u,-23%,x
CC(=O)c1cccc(NS(=O)(=O)c2ccc3[nH]c4c(c3c2)CCCCC4)c1,16µM*,21µM*,11%
COc1cccc(N2CCN(C(=O)CCc3c(C)nc4c(c3C)c(=O)n(C)c(=O)n4C)CC2)c1,u,-9%,7%
Cc1ccccc1N1CCN(C2CCCN(C(=O)c3cc[n+]([O-])cc3)C2)CC1 (stereo not drawn),20%,0%,0%
COC(=O)Cc1ccc(NC(=S)NCc2ccccc2OC)cc1,u,u,4%
COc1ccccc1C(=O)NCCC(=O)NCCc1ccccc1,7%,9%,5%
CCCN(CCC)CCNC(=O)c1cc(-c2ccc(Br)s2)nc2ccccc12,u,18µM*,5%
CC1(c2ccc(Cl)cc2)NC(=O)N(CC(=O)N2CCN(C(=O)c3cccs3)CC2)C1=O (stereo not drawn),u,-28%,x
CC(C)(C)c1ccc(-c2cc(-c3ccccc3O)[nH]n2)cc1,u,u,x
Cc1cccc(CN2CCN(C3CN(Cc4cn(Cc5cccc(Cl)c5)nn4)S(=O)(=O)C3)CC2)c1 (stereo not drawn),15µM*,18µM*,x
COc1ccccc1CCNC(=O)Nc1cccc([N+](=O)[O-])c1,u,u,-3%
CCOc1ccc(C2C(C#N)=C(N)SC(N)=C2C#N)cc1OCC,u,u,4%
C[S+](C)CCC(N)C(=O)O (stereo not drawn),-22%,14%,x
CCN1CCC(C(=O)NC(c2ccc(F)cc2)c2ncccc2C)CC1 (stereo not drawn),-7%,-30%,x
Cc1nn(-c2ccccc2)c(C)c1NC(=O)c1ccc(S(=O)(=O)N2CCCC2)cc1,u,-12%,2%
CC(C)C(=O)N1CCCC1(C)C(=O)Nc1cccc(Oc2ccccc2)c1 (stereo not drawn),u,u,x
CC(C)OCCCNC(=O)CCCn1c(SCC(=O)c2ccc(F)cc2)nc2c(sc3ccccc32)c1=O,-2%,-7%,7%
Cc1cc(C=C2C(=O)c3ccccc3C2=O)c(C)n1-c1ccc(C(=O)O)cc1,-17%,-13%,x
COc1cc(/C=N\NC(=O)Cn2nnc3ccccc32)cc(OC)c1OC,-5%,-30%,4%
O=C1CC(NCc2ccccc2)C(=O)N1c1ccc(F)cc1 (stereo not drawn),4%,13%,5%
OC1(c2ccc(F)cc2)CCN(Cc2cccnc2)CC1,3%,-7%,x
O=C(C1CCN(S(=O)(=O)c2cccnc2)CC1)N1CCN(c2ccc(Cl)cc2)CC1,3.7µM*,5.2µM*,x
CC(=O)c1c(C)[nH]c(C(=O)OCC(=O)NCC(C)C)c1C,u,0%,2%
CC(=O)C1(O)CCC2C3CCC4CC(=O)CCC4(C)C3C(=O)CC21C (stereo not drawn),-1%,9%,x
COc1ccccc1NC(=O)c1cc(OC)c(OC)cc1[N+](=O)[O-],-4%,6%,6%
CC(=O)n1cc([C@H]2C=C(C(=O)Nc3ccccc3)O[C@@H](OCCCCO)C2)c2ccccc21,u,u,3%
COCCN(C)Cc1nc(C(c2ccccc2)c2ccccc2)no1,0%,-21%,5%
O=C(CN1C(=O)NC2(CCOc3ccccc32)C1=O)Nc1ccc2c(c1)OCCO2 (stereo not drawn),-15%,-21%,2%
Cc1ccc(-c2c(CC(=O)O)c(C)nc3sc4c(c23)CCCC4)cc1,2%,8%,x
CCN1CCN(C(=O)c2nn(-c3ccc(OC)cc3)c(=O)c3c2c2ccccc2n3C)CC1,u,-14%,0%
Cc1[nH]c2c([N+](=O)[O-])cccc2c1C,3%,6%,10%
CC(C)NC(=O)C(Sc1ccccc1)c1ccccc1 (stereo not drawn),-20%,8%,6%
COc1ccc(CN2C(=O)C(CC(=O)NCc3cccs3)CC(C(=O)N(C(C)C)C(C)C)=C2C)cc1 (stereo not drawn),u,u,x

# Record cards, as listed above. Screens in order: DT40 TDP1 no CPT	DT40 TDP1 CPT	TDP1 inh
# CCCN(CCC)CCNC(=O)c1cc(-c2ccc(Br)s2)nc2ccccc12 as listed: u	18µM*	5%
# CC(C)(C)OC(=O)N[C@@H](C(=O)OC(C)(C)C)c1ccc(Br)cc1 as listed: -3%	u	-6%
# O=C(CN1C(=O)CCc2cc(S(=O)(=O)N3CCOCC3)ccc21)NCc1ccccc1 as listed: 0%	7%	-6%
# Cc1ccc(NC(=O)COC(=O)[C@H](C)N2C(=O)C3CC=CCC3C2=O)cc1S(=O)(=O)N(C)C (stereo partly drawn) as listed: -15%	-19%	5%

# Other records
SMILES,DT40 TDP1 no CPT,DT40 TDP1 CPT,TDP1 inh
COCCNC(=O)CN1CCC(NC(=O)Nc2ccc(C(F)(F)F)cc2)CC1,0%,-19%,-2%
Cc1ccc(S(=O)(=O)NC(C(=O)Oc2ccc3c(C)c(Cl)c(=O)oc3c2)c2ccccc2)cc1 (stereo not drawn),-26%,-22%,5%
Cc1noc(C)c1S(=O)(=O)Nc1ccc(C(=O)N2CCCCC2)cc1,-14%,-3%,7%
COc1ccc(C(=O)NCc2ccon2)cc1OC1CCN(C(C)C)CC1,22%,-1%,0%
N#C/C(=C\c1c[nH]c2ccccc12)C(=O)NC1CC1,-20%,-15%,x
OC1CCCN(Cc2ccc3c(c2)Cc2ccccc2-3)C1 (stereo not drawn),u,u,8%
CCCCCCCCC(=O)NNC(=O)c1c(O)c2ccccc2n(CCC)c1=O,u,23µM*,9%
O=C1C(=O)c2c(C(=O)c3ccccc3)coc2-c2ccccc21,2.1µM*,3.3µM*,4%
CCOc1ccc(S(=O)(=O)N2CCCCC2)c2ccccc12,21µM*,18µM*,-3%
CC(CCN1CCN=C1Nc1ccccc1)c1ccccc1 (stereo not drawn),u,u,x
Cc1ccc(C(=O)Nc2c(C(=O)NCc3ccc(Cl)cc3)sc3nc(C)cc(C)c23)cc1,13µM*,9.2µM*,-2%
CC1CN(S(=O)(=O)c2cccc(C(F)(F)F)c2)CN1C(=O)N1CCOCC1 (stereo not drawn),1%,15%,11%
CC(C)c1ccc(NC(=O)C(Cc2ccccc2)n2cccc2)cc1 (stereo not drawn),16µM*,21µM*,5%
COCCC(=O)N1CCC(Oc2ccc(C(=O)NCCc3ccccn3)cc2)CC1,2%,-14%,3%[56.1 µM]
Cc1ccc(-c2csc3nc[nH]c(=S)c23)cc1C,21µM*,7.3µM*,8%
CN(CC(=O)NCc1ccc(F)cc1)S(=O)(=O)c1ccc2[nH]c3c(c2c1)CCCC3,18µM*,21µM*,7%
COc1cccc(C(=O)Nc2cc(C)on2)c1,0%,-10%,x
CN(C)CCCNC(=S)N1CCn2c(nc3ccccc32)C1,-6%,0%,2%
CCOC(=O)C1CCCN(C(=O)c2ccc(-c3ccccc3)cc2)CC1 (stereo not drawn),u,16µM*,x
COc1cccc(-c2csc(N3CCN(C(=S)Nc4ccccc4Cl)CC3)n2)c1,u,-9%,6%
CCN(CC(=O)Nc1c(F)cccc1F)C(=O)c1ccc(Cl)c(S(=O)(=O)N2CCCCC2)c1,-17%,-27%,0%
NC(=O)COC(=O)c1sc2ccccc2c1Cl,7%,4%,2%
CCOC(=O)C1CCCN(C(=O)c2ccc3c(c2)N(Cc2ccccc2)C(=O)c2ccccc2S3=O)C1 (stereo not drawn),18µM*,u,0%&3%
Cc1ccc(NC(=S)NNC(=S)Nc2cccc(C(F)(F)F)c2)cc1,29µM*,u,4%
CCOC(=O)c1ccccc1NC(=O)C1CC(=O)N(C2CCCC2)C1 (stereo not drawn),-17%,u,x
Cc1cc(/C=C2/SC(=O)N(CC(=O)N3CCCC3)C2=O)ccc1N1CCOCC1,23µM*,u,0%
CCCNC(=O)c1cc2c(c(-c3cccc(-c4ccc(F)cc4)c3)n1)[C@H](CCO)N(S(=O)C(C)(C)C)C2 (stereo partly drawn),23µM*,u,x

# Grouped by structure, those above with fluorine (eleven)
SMILES,DT40 TDP1 no CPT,DT40 TDP1 CPT,TDP1 inh
CCCCn1cnc2c(SCc3cccc(F)c3)nc(N)nc21,u,-23%,x
CCN1CCC(C(=O)NC(c2ccc(F)cc2)c2ncccc2C)CC1 (stereo not drawn),-7%,-30%,x
CC(C)OCCCNC(=O)CCCn1c(SCC(=O)c2ccc(F)cc2)nc2c(sc3ccccc32)c1=O,-2%,-7%,7%
O=C1CC(NCc2ccccc2)C(=O)N1c1ccc(F)cc1 (stereo not drawn),4%,13%,5%
OC1(c2ccc(F)cc2)CCN(Cc2cccnc2)CC1,3%,-7%,x
COCCNC(=O)CN1CCC(NC(=O)Nc2ccc(C(F)(F)F)cc2)CC1,0%,-19%,-2%
CC1CN(S(=O)(=O)c2cccc(C(F)(F)F)c2)CN1C(=O)N1CCOCC1 (stereo not drawn),1%,15%,11%
CN(CC(=O)NCc1ccc(F)cc1)S(=O)(=O)c1ccc2[nH]c3c(c2c1)CCCC3,18µM*,21µM*,7%
CCN(CC(=O)Nc1c(F)cccc1F)C(=O)c1ccc(Cl)c(S(=O)(=O)N2CCCCC2)c1,-17%,-27%,0%
Cc1ccc(NC(=S)NNC(=S)Nc2cccc(C(F)(F)F)c2)cc1,29µM*,u,4%
CCCNC(=O)c1cc2c(c(-c3cccc(-c4ccc(F)cc4)c3)n1)[C@H](CCO)N(S(=O)C(C)(C)C)C2 (stereo partly drawn),23µM*,u,x
